# HCMV antiviral = blocks human cytomegalovirus replication. activity change, negative = inhibition, % at 57.5 µM. actives 4.5% (n = 410,000). HFF cells, HCMV-luciferase reporter, 72 h; hits give low values; in the data active means activity change below about -60%; inconclusive means no clear call, values can overlap the other calls; inactive means above about -39%
#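 Human foreskin fibroblasts infected with luciferase-reporter HCMV at MOI 1 PFU/cell, compounds at two doses. Luciferase measured 72 h post infection; normalized to buffer-only basal and Salinomycin (10uM) controls.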
# HCV inh = HCV inhibition | Potency, µM (doses to about 41.8 µM), inactives show at the highest dose activity change, negative = inhibition, actives largely listed as inhibitors | AID 651820 | actives 3.4% (n = 340,000) | Huh7.5.1 HCVcc-Cre infection, luciferase reporter, 44 h; further: potency means the concentration at half of the fitted maximal effect
#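 Cells seeded at 1,000/well and cultured 4 h, then compounds added followed by HCVcc-Cre virus (~0.5 moi). After 44 h further culture, luciferase substrate was added, plates held 15 min at room temperature, and luminescence read for 15 sec.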
# Giardia FBPA inh = Giardia lamblia aldolase inhibition; AID 2451; purified Giardia FBPA; Potency, µM (highest dose often 59.6 µM), inactives show at the highest dose activity, negative = inhibition, hits mostly inhibitors; actives 0.71% (n = 290,000); further: potency means the concentration at half of the fitted maximal effect; nearly all actives have a fitted effect of over 55% in size
# Target sequence (A8B2U2 whole entry, looked up): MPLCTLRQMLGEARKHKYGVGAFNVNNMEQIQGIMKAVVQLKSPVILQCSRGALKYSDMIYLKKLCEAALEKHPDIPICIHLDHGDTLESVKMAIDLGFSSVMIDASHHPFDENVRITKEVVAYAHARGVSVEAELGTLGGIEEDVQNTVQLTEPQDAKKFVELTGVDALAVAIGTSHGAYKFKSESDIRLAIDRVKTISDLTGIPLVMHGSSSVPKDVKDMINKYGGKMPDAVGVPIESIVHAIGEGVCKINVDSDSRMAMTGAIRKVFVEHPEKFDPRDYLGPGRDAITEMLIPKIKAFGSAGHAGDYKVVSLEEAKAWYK
#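 Giardia FBPA (40 nM reagent) was preincubated 10 min at RT with compound (up to 57.5 uM final), then substrate plus GAPDH/TPI/NAD/arsenate coupling system with diaphorase/resazurin was added; resorufin fluorescence (525/598 nm) was read after 20 min.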
# AmpC inh no detg = AmpC beta-lactamase inhibition without detergent; actives 0.52% (n = 330,000); AmpC nitrocefin hydrolysis, absorbance 480 nm, 0.0001% Triton; P00811; Potency, µM (highest dose often 57.1 µM), without a hit: top-dose activity change, negative = inhibition, usual class: inhibitors; AID 485341;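 further: potency means the concentration at half of the fitted maximal effect; plate controls were no compound for no effect and no enzyme for full effect; nearly all actives have a fitted effect of over 20% in size; some results filed as inactive show a strong effect at the top dose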
# Target sequence (P00811 whole entry, looked up): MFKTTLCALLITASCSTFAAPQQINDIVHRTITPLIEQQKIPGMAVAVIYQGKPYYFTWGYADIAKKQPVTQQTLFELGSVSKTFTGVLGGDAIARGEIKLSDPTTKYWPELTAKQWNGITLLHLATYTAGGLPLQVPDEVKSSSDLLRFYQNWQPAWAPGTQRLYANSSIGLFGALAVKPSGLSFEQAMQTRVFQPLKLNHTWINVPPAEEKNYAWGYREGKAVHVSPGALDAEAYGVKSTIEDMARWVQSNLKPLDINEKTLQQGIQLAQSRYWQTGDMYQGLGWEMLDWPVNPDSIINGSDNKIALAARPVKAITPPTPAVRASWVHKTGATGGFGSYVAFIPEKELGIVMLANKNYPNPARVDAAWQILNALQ
#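 AmpC (5.3 nM in the dispensed reagent) in 20 mM phosphate pH 7.0 with 0.01% (detergent screen) or 0.0001% Triton X-100 was preincubated with compounds for 15 min at room temperature. Nitrocefin was then added from an 800 uM solution, and hydrolysis was followed at 480 nm.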
# AmpC detergent = inhibitors of E. coli AmpC beta-lactamase with detergent | AmpC hydrolysis of nitrocefin, absorbance 480 nm, 0.01% Triton | Potency, µM (doses to about 114 µM), without a hit: at the highest dose activity change, negative = inhibition, most hits filed as inhibitors | actives 0.041% (n = 370,000);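 further: potency means the concentration at half of the fitted maximal effect; 0% = no-compound wells and -100% = no-enzyme wells; nearly all actives have a fitted effect of over 25% in size; some results filed as inactive show a strong effect at the top dose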
#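 20 mM phosphate pH 7.0 + 0.01% (detergent screen) or 0.0001% Triton X-100; 5.3 nM AmpC reagent; cpd preinc 15 min RT; nitrocefin (800 uM stock) to start; A480 q20 s × 4 min; Activity was normalised to no-enzyme and no-compound control wells.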
# Sm TGR block = S. mansoni TGR enzyme inhibition. Q962Y6. purified TGR, DTNB reduction, TNB absorbance 405 nm. Potency, µM (series often up to 114 µM), for inactives: at the highest dose activity change, negative = inhibition, hits mostly inhibitors. actives 3% (n = 360,000); further: potency means the concentration at half of the fitted maximal effect; nearly all actives have a fitted effect of over 60% in size
#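 Kinetic colorimetric format: TGR-catalysed, NADPH-driven DTNB reduction monitored via TNB absorbance. Enzyme dispensed at 20 nM; compound exposure 15 min at room temperature before reaction start.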
# Active calls of the source: *; ? = inconclusive; . = no result given; & = joins results of further samples; [ ] = another dose, or the depositor's remark. Unless noted, the call rests on the fitted dose curve; in most records, active means well fitted curve in the direction sought with a large enough effect; inconclusive means small, poorly fitted or top-dose-only effect, or another doubt; inactive means no such curve, though single readings can be large; an effect the other way counts as inactive or inconclusive. Unless noted, on the % scale 0 is the no-effect control and ±100 the full control effect.
molecule	HCMV antiviral	HCV inh	Giardia FBPA inh	AmpC inh no detg	AmpC detergent	Sm TGR block
O=C(NCc1ccccc1)C1=C[C@@H](c2csc3ccccc23)C[C@@H](OCCCCO)O1	-97*	-20%[8.37 µM]	-25%	-1%	5%	-17%
Cc1ccc(C)c(CN2C(=O)c3ccccc3S(=O)(=O)c3ccc(C(=O)N4CCN(c5ccccc5F)CC4)cc32)c1	?	.	.	.	?	-3%
CCCCNS(=O)(=O)c1ccc(NC(=O)c2cccs2)cc1	-1	-12%	3%	0%[2.29 µM]	-3%	4%
CC(C)CC(=O)Nc1ccc2c3c(cccc13)CC2	?	-5%	-7%	-12%	-10%	5%
O=C(c1ccc(S(=O)(=O)Nc2ccc(F)cc2)cc1)N1CCN(C(=O)c2ccco2)CC1	-69*	-20%	6%	52%	-1%	-22%
COc1ccccc1OC1OC2COC(c3ccco3)OC2C(O)C1NC(C)=O (configuration not stated)	-14	8%	4%	-27%	-9%	-2%
O=C(Nc1nc2ccccc2[nH]1)c1ccc([N+](=O)[O-])cc1	11	1%	4%	-23%	-5%	-4%
Cc1cccc(N(CC(=O)NC(C)C)C(=O)CCC(=O)Nc2nccs2)c1	1	-4%	6%	6%	-2%	0%
O=C(CN1C(=O)CSc2ccccc21)N/N=C/c1ccco1	1	2%	1%	-24%	2%	?
Cc1cc2ccccc2n1CCC(=O)O	-28	-13%	2%	4%	10%	.
CN(C)S(=O)(=O)N1CCN(c2ccc([N+](=O)[O-])c(N3CCOCC3)c2)CC1	64	-15%	6%	18%	2%	.
Cc1c([N+](=O)[O-])c([N+](=O)[O-])nn1CC(=O)NCCc1ccccc1	-11	17%	-13%	-11%	?	-14%
Cc1ccccc1CN1CCN(S(=O)(=O)c2ccc(F)cc2)CC1	0	0%	?	-19%	-12%	0%
COc1cc(NC(=O)c2cc(C3CC3)nc3c2c(C)nn3-c2ccccc2)cc(OC)c1	-30	.	.	.	17%	9%
CCCc1cc(=O)oc2c3c(c4c(c12)OC(C)(C)C=C4)OC(C)C(C)C3O (configuration not stated)	-77*	10µM*	-12%	38%	?	-3%
Cn1cc(Br)c(C(=O)n2cc(Br)cn2)n1	6	4%	2%	-16%	1%	0%
CSc1ccccc1NC(=O)CN(C)C(=O)Cc1c[nH]c2ccccc12	16	0%	.	-28%	-5%	-8%
C=CCC[C@@H](Cc1ccc(F)cc1)C(=O)OC[C@@H](C)NC(=O)[C@@H](CC=C)CC(=O)N[C@H](CO)Cc1ccccc1	-16	?	.	221%[activator]	.	.
O=[N+]([O-])c1ccc(CN2CCN(Cc3c[nH]c4ccccc34)CC2)cc1	1	?	?	-40%	-4%	-7%
COc1ccc(CNC(=O)Nc2ccc(C)c(C)c2)cc1	12	-10%	-2%	1%[2.29 µM]	1%	7%
CSc1cccc(NC(=O)Nc2ccccc2C(N)=O)c1	7	-21%	1%	-20%	-3%	12%
O=C(CSc1ncn[nH]1)Nc1ccnc2ccccc12	-36	-11%	-5%	1%	9%	-4%
CN1CCN(CC(=O)Nc2ccc(S(=O)(=O)N(C)C)cc2)CC1	49	-15%	14µM*	1%	-3%	10%
O=C(COC(=O)Cn1cnc2ccccc21)Nc1cccc2c1C(=O)c1ccccc1C2=O	-39	?	-13%	-23%	-2%	-10%
CCOC(=O)c1cnc2c(OC)cccc2c1Oc1ccccc1	?	-19%	-4%	85%[activator]	1%	-34%
O=C(CN1CCN(Cc2ccccc2)CC1)Nc1ccc(F)c(F)c1	-10	-9%	20µM*	25%	-7%	-1%
CCSc1cc(N2CC(C)OC(C)C2)nc(-c2ccccc2Cl)n1 (configuration not stated)	9	?	3%	46%	3%	3%
COC(=O)Cc1c(C)c2ccc3c(c2oc1=O)CN(Cc1ccccc1OC)CO3	-7	.	.	.	18%	-5%
COCCCNC(=O)CSc1nc2ccccc2c(=O)n1CCCC(=O)NCC1CCCO1 (configuration not stated)	10	-3%	5%	-12%	?	1%
Cc1occc1C(=O)Nc1cc(C(F)(F)F)ccc1Cl	-28	?	-1%	-15%	-2%	6%
CN1/C(=C\C(=O)COC(=O)c2ccc(O)cc2)C(C)(C)c2ccccc21	-21	?	1%	-49%	7%	-28%
Cc1ccc(Cl)cc1N1CCN(Cc2cc3c(cc2O)CCC3)CC1	?	1%	7%	-17%	-1%	-27%
Cc1cc(C)cc(NS(=O)(=O)c2ccc3[nH]c(=O)ccc3c2)c1	7	-9%	3%	-21%	-14%	0%
COc1ccc(S(=O)(=O)N2CCNCC2)cc1OC	-28	6%	9%	-6%	-9%	7%
CCOc1ccc(C2C(=O)N(C3CCCCC3)CC(=O)N2Cc2ccc(F)cc2)cc1OC (configuration not stated)	-40	.	.	.	-4%	-9%
O=CNC(=O)c1ccccc1C(=O)O	12	-7%	7%	-9%	4%	14%
CCCc1nc2ccc(NC(=O)c3ccco3)cc2c(=O)n1Cc1ccc(Cl)cc1	11	-20%	.	-11%	-13%	-7%
CN(C)CCCCOc1ccc(Br)cc1Cl	14	10µM*	-25%	21%	3%	.
CCn1c(=S)sc2c(=O)n(CC(=O)Nc3ccccc3)c(C)nc21	1	-29%	3%	-26%	?	-9%
C=CCSc1nc2sc(C)c(C)c2c(=O)n1CC=C	5	-26%	11%	-23%	-7%	16µM*
CCOc1ccc(NC(=O)CCC(=O)O)cc1	13	13%	3%	-10%	-3%	-14%
Cc1c(OCc2ccccc2)c(=O)ccn1Cc1ccccc1	8	4%	1%	37%	?	1%
O=C(Nc1ccccc1N(C(=O)c1ccco1)S(=O)(=O)c1cccs1)c1ccco1	-3	-26%	2%	-22%	?	45µM*
Cc1ccc2c(c1)-c1c(cnn1CC(=O)Nc1ccccc1N1CCN(C)CC1)CO2	?	-28%&-4%	-1%	176%[activator]	0%	5%
O=C(COC(=O)c1ccccc1SCC(=O)N1CCCC1)NC1CCS(=O)(=O)C1 (configuration not stated)	15	5%	.	-14%	-10%	-1%
Cc1cc(C)c(NC(=O)Nc2ccccc2)c(C)n1	-16	5%	.	-22%	-2%	?
COc1ccc(NC(=O)NNC(=O)c2cc3ccccc3cc2O)cc1	-25	1%	-9%	?	1%	2%
COc1ccc(/C=C/C(=O)OCCNC(=O)c2ccncc2)cc1OC	-5	-27%	2%	-17%	1%	-3%
COc1ccc(-c2nnc(SCC(=O)Nc3cccc(Cl)c3)o2)cc1	164	-9%	3%	-25%	?	0%
CC(C)C1Oc2ccccc2N(CC(=O)N(C)C2CCCCC2)C1=O (configuration not stated)	8	-18%	.	27%	1%	-1%
Cc1c(NC(=O)CCCCCN2C(=O)c3ccccc3C2=O)c(=O)n(-c2ccccc2)n1C	-9	-7%	6%	-9%	-12%	0%
O=S(=O)(NCC1CCCO1)c1ccc(S(=O)(=O)N(Cc2ccc(F)cc2)Cc2ccco2)cc1 (configuration not stated)	-38	?	0%	-1%	-2%	-4%
CCOc1cc(C(=O)Nc2ccc(-c3cn4cccnc4n3)cc2)cc(OCC)c1OCC	-28	.	.	.	-4%	0%
COc1ccccc1N(CC(=O)NCC1CCCO1)C(=O)CNS(=O)(=O)c1ccc(Cl)cc1 (configuration not stated)	-28	-3%	3%	42%	-10%	-5%
O=Cc1c(Sc2ccccn2)nc2ccccn2c1=O	149	35µM*	-4%	-16%	1%	-20%
CCOC(=O)c1ccccc1NC(=O)CN1CCCN(Cc2cccc(Cl)c2)S1(=O)=O	?	.	.	.	-4%	4%
CCn1c(SCC(=O)N=Nc2c(O)[nH]c3ccccc23)nc2ccccc21	-6	0%	-8%	5µM*	-8%	-7%
CCCc1nc2ccccc2c(C(=O)OCC(=O)Nc2cccc(S(=O)(=O)N3CCOCC3)c2)c1CC	0	8.9µM*	-5%	0%	?	-24%
Cc1cccc(C(=O)N2CCC(c3nc(-c4ccc(S(=O)(=O)N5CCOCC5)cc4)no3)CC2)c1	-34	?	.	-8%	-5%	-9%
CCOC(=O)c1c(-c2ccc(OC)cc2)csc1NC(=O)CSc1ccccc1	-16	?	-7%	-15%	1%	-16%

# Five structures out of the list, sorted by SMILES length, highest first:
molecule	HCMV antiviral	HCV inh	Giardia FBPA inh	AmpC inh no detg	AmpC detergent	Sm TGR block
Cc1cccc(C(=O)N2CCC(c3nc(-c4ccc(S(=O)(=O)N5CCOCC5)cc4)no3)CC2)c1	-34	?	.	-8%	-5%	-9%
COc1ccccc1N(CC(=O)NCC1CCCO1)C(=O)CNS(=O)(=O)c1ccc(Cl)cc1 (configuration not stated)	-28	-3%	3%	42%	-10%	-5%
CCOC(=O)c1ccccc1NC(=O)CN1CCCN(Cc2cccc(Cl)c2)S1(=O)=O	?	.	.	.	-4%	4%
CCOc1cc(C(=O)Nc2ccc(-c3cn4cccnc4n3)cc2)cc(OCC)c1OCC	-28	.	.	.	-4%	0%
CCn1c(SCC(=O)N=Nc2c(O)[nH]c3ccccc23)nc2ccccc21	-6	0%	-8%	5µM*	-8%	-7%

# Continuation:
molecule	HCMV antiviral	HCV inh	Giardia FBPA inh	AmpC inh no detg	AmpC detergent	Sm TGR block
CCC(C)c1cc(S(=O)(=O)N2CCOCC2)ccc1OC (configuration not stated)	11	-4%	-2%	-1%	-8%	9%
COC(=O)C(CCSC)NC(=O)c1cc2c(n(-c3ccccc3)c1=O)CC(C)(C)CC2=O (configuration not stated)	-6&-4	15%	4%	105%[activator]	28%&-1%	5%&-5%
CC1CCN(S(=O)(=O)c2ccc(S(=O)(=O)N3CCN4CCCC4C3)cc2)CC1 (configuration not stated)	.	.	16%	-4%	-9%	-1%
COc1ccc(OC)c(CCNC(=O)c2c(C)nn(-c3ccc(F)cc3)c2-n2cccc2)c1	-33	.	.	.	15%	8%
CCc1nnc(NC(=O)COc2ccc3ccccc3c2)s1	32	1%	-14%	-34%	?	19%
CCOC(=O)c1ccccc1NC(=O)CSc1nnc(CC)n2c1cc1occc12	-22	.	.	.	-6%	0%
CCOC(=O)c1ccc(NC2=CC(=O)CC(c3ccco3)C2)cc1 (configuration not stated)	36	12%	1%	-25%	2%	.
CN(C)c1ccc(C(CNC(=O)c2ccc(F)cc2)c2c[nH]c3ccccc23)cc1 (configuration not stated)	21	?	-2%	14µM*	?	0%
CC(C)(C)C(=O)CSc1nc(N)cc(=O)[nH]1	-31	15%	4%	-20%	2%	2%
COc1ccc(C(NC(=O)c2cccc(F)c2)c2ccccc2)cc1 (configuration not stated)	38	-3%	2%	-12%	?	?
CCC(CC)COC(=O)C1=C(C)NC(=O)NC1c1ccc(OC)cc1 (configuration not stated)	?	?	19%	-2%	-15%	-3%
CCOC(=O)c1cccc(-n2c(-c3ccc(OC)cc3)nc3nc4ccccc4nc32)c1	.	1%	-8%	-13%	-14%	0%
CCN(CC(=O)Nc1ccccc1OC)CC(=O)Nc1c(Cl)ccc(C)c1Cl	1	?	0%	13%	-4%	6%
COc1cc2ncnc(NCc3ccccc3)c2cc1OC	-19	-12%	5%	-29%	-2%	3%
COc1cc(C(=O)O)nc2ccccc12	-13	21%	-14%	-2%	?	-20%
